# K1F lysis inhibition: protection from phage-mediated lysis, alamar blue read-out – E. coli UTI89, K1F phage, bacterial capsule biogenesis inhibitors (AID 488966); E. coli UTI89 K1F phage lysis, alamar blue, 2 h; higher % means a stronger effect; inhibition, % at 100 µM; hits with a dose series show IC50 in µM; actives 0.02% (n = 340,000);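 active means phage lysis inhibition, versus mean bacterial control, above a set limit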;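 further: capsule biogenesis inhibitors block K1F phage lysis so surviving cells raise fluorescence; higher fluorescence means more inhibition of phage lysis; actives were called in the ten point dose series up to 300 µM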
# NTR1 agonist: NTR1-driven beta-arrestin-GFP spot formation – imaging, U2OS cells, high content, primary screen (AID 493036). P30989. actives 0.17% (n = 330,000). activation, % at 20 µM. agonist mode;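 active means activation at or above 40% of the spot to cytoplasm intensity ratio, with at least 20 cells analyzed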;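 further: 0% = DMSO without peptide and 100% = 100 nM NTR1 peptide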
# Target sequence (P30989 whole entry, looked up): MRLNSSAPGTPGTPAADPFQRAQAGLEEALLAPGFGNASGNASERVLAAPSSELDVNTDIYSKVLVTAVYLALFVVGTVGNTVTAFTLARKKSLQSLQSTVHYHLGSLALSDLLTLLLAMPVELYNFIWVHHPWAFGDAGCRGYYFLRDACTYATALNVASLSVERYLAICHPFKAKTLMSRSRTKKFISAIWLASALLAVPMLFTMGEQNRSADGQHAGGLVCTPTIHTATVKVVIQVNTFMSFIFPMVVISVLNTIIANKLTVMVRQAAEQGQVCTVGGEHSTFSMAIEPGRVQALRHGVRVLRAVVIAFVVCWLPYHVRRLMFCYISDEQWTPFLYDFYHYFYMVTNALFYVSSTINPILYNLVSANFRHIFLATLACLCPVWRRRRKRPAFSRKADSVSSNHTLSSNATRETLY
# RSV antiviral HEp-2: RSV antiviral activity via CPE protection, HEp-2 cells, primary 10 µM value included (AID 2391); actives 0.13% (n = 310,000); CPE inhibition, % at 10 µM, or IC50 in µM where a hit was titrated; HEp-2 cells, RSV-induced CPE inhibition; higher % means a stronger effect; in the data active means a potency from the dose series; further: strong numbers were not always called active
# West Nile virus CPE: inhibition of WNV-induced cytopathic effect – cell-based, CPE readout (AID 1621) | West Nile virus-infected cells, CPE inhibition; higher % means a stronger effect | CPE inhibition, % at 10 µM, or IC50 in µM where a hit was titrated | actives 0.02% (n = 290,000); in the data active means a potency from the dose series; further: strong numbers were not always called active
# PhoP inhibition: PhoP-dependent GFP reporter repression – Salmonella Typhimurium, primary screen (AID 1863); S. Typhimurium PhoP-regulated promoter GFP reporter, 4 h; higher % means a stronger effect; inhibition, % at 50 µM; hits with a dose series show IC50 in µM; actives 0.16% (n = 300,000);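 active means inhibition over 29.93%, a cutoff 3 SD above the screen mean, later confirmed by dose response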;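 further: 0% = low Mg2+ inducing control and 100% = high Mg2+ repressing control; strong numbers were not always called active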
# NS5 inhibitors: flavivirus cap methylation enzyme inhibition – biochemical, confirmation dose response, primary screen (AID 588689); Dengue-2 NS5 methyltransferase capping enzyme assay, biochemical; higher % means a stronger effect; inhibition, % at 25 µM; hits with a dose series show IC50 in µM; actives 0.3% (n = 340,000); in the data active means a potency from the dose series
# MgcRacGAP inhibition: MgcRacGAP GTPase-activating activity inhibitors, confirmation, biochemical, ADP Hunter fluorescence; MgcRacGAP-stimulated Rac1 GTP hydrolysis, ADP Hunter fluorescence; higher % means a stronger effect; GST-tagged Rac1 F28L mutant substrate; inhibition, % at 30 µM, or IC50 in µM where a hit was titrated; actives 0.6% (n = 340,000);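 active means first-screen hits whose inhibition reached a set limit at any dose in the follow-up dose series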;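 further: fluorescence reports GDP produced by GAP-driven GTP hydrolysis; strong numbers were not always called active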
# Large T inhibition: SV40 large T antigen inhibitors, biochemical (AID 1903). SV40 large T antigen ATPase/helicase inhibition assay; higher % means a stronger effect. one-dose inhibition, % at 20 µM; IC50 in µM for titrated hits. actives 0.39% (n = 310,000); in the data active means a potency from the dose series; further: strong numbers were not always called active
# T cell HTS: T cell immune modulators affecting CD8 T cell-vesicle binding. 2C CD8+ T cell-vesicle binding, flow cytometry; hits give low values. calls only at 7 µM. actives 0.068% (n = 330,000). AID 2052;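 active means response, share of CD8 T cells binding vesicles, and their 90th percentile fluorescence all below set limits, cut at about 80% in these data, passing the limit was not always enough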
#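 Incubation: binding step 1.5 h, 37 °C, antibody labelling 20 min, ice; system: murine 2C transgenic CD8+ T lymphocytes; technique: cytometric PE anti-B7-1 and Alexa647 anti-CD8 signals after 1% paraformaldehyde fixation; also added: QL9-charged Drosophila Ld/ICAM-1/B7-1 vesicles; control set: naked versus QL9-loaded vesicles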
# T cell HTS vesicle-bound %: recorded beside T cell HTS, whose call it bears; double positive events, %; measured here: CD8+ vesicle-bound cell fraction;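 binding gate set so that unloaded-vesicle control wells show 10% double positive cells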
# NTR1 agonist cell count 20 µM: further read-out of NTR1 agonist, marked with its call; cell count; measured here: cell count, cytotoxicity flag
# NS5 inhibitors pilot replicate: also measured in NS5 inhibitors; calls as there; inhibition, %; measured here: pilot screen replicate inhibition
# Starred values were filed as active, the others as inactive; i = inactive; . = not tested or not shown; [ ] = another dose, or the depositor's remark.
SMILES,K1F lysis inhibition,NTR1 agonist,NTR1 agonist cell count 20 µM,RSV antiviral HEp-2,West Nile virus CPE,PhoP inhibition,NS5 inhibitors,MgcRacGAP inhibition,Large T inhibition,T cell HTS,T cell HTS vesicle-bound %,others
CCN(CC)S(=O)(=O)c1cc(NC(=S)NC(=O)C2CCCC2)ccc1C,0.4%[50 µM],3.4,61,.,.,.,-10%,5%,.,i,51,
COc1ccc(CCN2CC(C(=O)Nc3cc(S(C)(=O)=O)ccc3Cl)CC2=O)cc1OC (centres undefined),1.2%[50 µM],0.1,65,.,.,.,-5%,6%,.,.,.,
CN(C)/C=C1\C(=O)N(c2ccc(F)cc2F)C(c2cccnc2)S1(=O)=O (centres undefined),0.8%,-0.6,54,1.9%,-0.5%,-4%,2%,7%,9%,i,58,
O=C(CN1CCN(c2ccccc2)CC1)c1ccc2cc[nH]c2c1,1.4%,-0.9,92,0.9%,-0.2%,25%,0%,0%,9%,i,44,
Cc1occc1C(=O)Nc1ccc(S(N)(=O)=O)cc1,-0.6%,0.8,25,3.1%,-0.4%,8%,-6%,6%,3%,i,25,
COc1ccc(-c2csc(NC(=O)c3ccc(S(=O)(=O)N4CCc5ccccc5C4)cc3)n2)c(OC)c1,1.0%[50 µM],0.9,56,8.4%,-1.9%,2%,0%,5%,7%,i,48,
O=C(COC(=O)C1CC2CCCC(C1)C2=O)NC(=O)c1ccc(OC(F)F)cc1 (centres undefined),1.9%[50 µM],1.2,68,0.5%,0.0%,-3%,-1%,4%,-8%,i,20,
Cc1cccc(C)c1C(=O)N[C@@H](Cc1ccccc1)C(=O)O,-0.7%,-2.1,78,1.2%,1.0%,-13%,-14%,-1%,1%,.,.,
O=C(Cc1ccc(F)cc1)NCCc1ccccc1,-0.8%,0.5,58,2.2%,-0.2%,0%,-2%,-3%,17%,i,8,
O=C(COc1ccccc1)OCc1cc2ccccc2[nH]c1=O,0.2%,2.4,44,2.3%,-0.4%,11%,2%,9%,11%,i,31,
Cc1ccc(NC(=O)NCCN2CCN(C(=O)Nc3ccc(C)cc3)CC2)cc1,-0.1%,-0.6,44,1.8%,-0.9%,2%,-7%,5%,6%,i,24,
CCOC(=O)CSC(CC)C(=O)Nc1nnc(C(C)C)s1 (centres undefined),-1.8%,-1.4,66,-0.4%,0.2%,0%,-1%,6%,5%,i,16,
CCN(Cc1ccccc1)C(=O)CSc1nc(C)cc2c1C(=O)OC2,-1.2%,5.7,83,0.4%,-0.1%,9%,-6%,13%,.,i,7,
CC(C)CCN1CN(S(=O)(=O)c2cccs2)c2nc3ccccc3nc21,-0.1%,1.3,39,2.9%,0.1%,-12%,-3%,8%,4%,i,54,
O=C(c1ccco1)N1CCN(C(=O)c2ccccc2OCc2ccc(Cl)cc2)CC1,-0.9%,0.6,51,0.2%,.,-4%,-4%,3%,2%,i,54,
COc1ccc(O)c(C(=O)c2cc(SCC(=O)O)c3nc4sc5c(c4c(=O)n3c2)CCCC5)c1,-0.2%,2.5,51,42%,0.2%,.,69%,12%,21%,i,40,
Cc1ccc(S(=O)(=O)N2CCCC2C(=O)Nc2nc3c(s2)CCCC3)cc1 (centres undefined),-0.6%,4.4,75,3.5%,-0.3%,-1%,-4%,10%,9%,i,47,
O=C(O)c1nn2c(C(F)(F)F)cc(-c3cccs3)nc2c1Cl,2.3%,4.1,66,0.7%,-0.4%,2%,-7%,0%,-2%,i,45,
Cc1nc2ccccc2nc1N1CCC(C)CC1,2.8%,-0.6,78,0.4%,0.9%,-11%,6%,0%,1%,i,28,
Cc1cccc(-n2c(CCCN3C(=O)c4ccccc4C3=O)nc3ccccc3c2=O)n1,11%,.,.,.,.,8%,-8%,9%,4%,.,.,

# 4 compounds already listed, sorted by molecular weight, low to high.
SMILES,K1F lysis inhibition,NTR1 agonist,NTR1 agonist cell count 20 µM,RSV antiviral HEp-2,West Nile virus CPE,PhoP inhibition,NS5 inhibitors,MgcRacGAP inhibition,Large T inhibition,T cell HTS,T cell HTS vesicle-bound %,others
Cc1nc2ccccc2nc1N1CCC(C)CC1,2.8%,-0.6,78,0.4%,0.9%,-11%,6%,0%,1%,i,28,
Cc1ccc(S(=O)(=O)N2CCCC2C(=O)Nc2nc3c(s2)CCCC3)cc1 (centres undefined),-0.6%,4.4,75,3.5%,-0.3%,-1%,-4%,10%,9%,i,47,
Cc1cccc(-n2c(CCCN3C(=O)c4ccccc4C3=O)nc3ccccc3c2=O)n1,11%,.,.,.,.,8%,-8%,9%,4%,.,.,
O=C(c1ccco1)N1CCN(C(=O)c2ccccc2OCc2ccc(Cl)cc2)CC1,-0.9%,0.6,51,0.2%,.,-4%,-4%,3%,2%,i,54,

# Next section:
SMILES,K1F lysis inhibition,NTR1 agonist,NTR1 agonist cell count 20 µM,RSV antiviral HEp-2,West Nile virus CPE,PhoP inhibition,NS5 inhibitors,MgcRacGAP inhibition,Large T inhibition,T cell HTS,T cell HTS vesicle-bound %,others
CCOC(=O)C1=C(CSc2nc3ccccc3s2)NC(=O)NC1c1cccc([N+](=O)[O-])c1 (centres undefined),0.1%,5.7,44,1.7%,0.6%,1%,-1%,4%,1%,i,47,
COc1ccc(C=O)cc1COc1ccc(F)cc1F,1.5%,-0.3,75,7.3%,0.7%,-5%,-14%,2%,21%,i,47,
O=C(NCC(=O)N1CCCCCCC1)c1ccccc1Cl,0.2%[50 µM],-1.3,56,2.5%,.,.,1%,5%,.,i,39,
CC(=O)Nc1cc2c(cc1C(=O)c1ccccc1)OCCO2,1.1%,-0.4,51,-2.2%,.,4%,.,-4%,5%,i,8,
Cc1nc(S(=O)(=O)Cc2ccccc2)nc2c1CCC2,-0.2%,-0.9,32,0.4%,0.5%,-7%,2%,3%,5%,i,41,
Cc1ccc(OCC(=O)NCCNC(=O)c2ccco2)cc1C,0.0%,4.1,41,0.7%,0.1%,-5%,-2%,5%,9%,i,25,
CCOc1ccc(OCC)c(NC(=O)CSc2nc3c(c(=O)n(C)c(=O)n3C)n2C(C)C)c1,0.1%,5.0,52,10%,-0.3%,4%,-2%,7%,-2%,i,12,
CN(CCC(=O)Nc1ccc(Br)cc1)Cc1ccccc1,0.3%,-0.2,71,7.3%,0.0%,43%,-4%,9%,10%,i,36,
Cn1c(SCC(=O)N=Nc2c(O)[nH]c3ccccc23)nc2ccccc21,.,0.7,39,3.3%,-0.7%,-5%,.,.,25%,i,48,
O=C(Nc1cccc(OC(=O)c2ccco2)c1)c1ccco1,-0.1%,-0.6,72,0.1%,0.3%,14%,-7%,0%,7%,i,32,
Cc1ccc(NC(=S)N2CCCC(O)C2)cc1 (centres undefined),-0.1%,1.5,56,2.0%,0.4%,5%,-7%,3%,-2%,i,8,
Cc1ccc(C)c(NC(=O)CN(C)C(=O)COc2ncnc3sccc23)c1,1.9%,0.7,38,0.4%,-0.3%,2%,-11%,7%,9%,i,26,
O=C(N/N=C/c1cc([N+](=O)[O-])ccc1O)c1ccc2c(c1)OCCO2,1.7%[50 µM],-1.0,54,5.4%,-0.9%,12%,3%,-11%,8%,i,50,
CCn1nc([N+](=O)[O-])c(C(C#N)c2nc3ccccc3n2C)c(Cl)c1=O (centres undefined),1.5%,1.2,46,-1.2%,3.2%,-2%,>100µM*,23%,28%,i,44,
CCOc1ccc(N2CC(C(=O)NCCc3ccc(F)cc3)CC2=O)cc1 (centres undefined),0.2%,-0.1,38,0.8%,0.6%,1%,-11%,4%,7%,i,18,
COC(=O)C1=C(Nc2ccccc2NS(=O)(=O)c2ccc(C(F)(F)F)cc2Cl)CSC1,-0.1%,1.5,59,17%,0.3%,-15%,3%,14%,15%,i,2,
CCOC(=O)C(CC)n1cnc2c(nnn2-c2ccc(C)cc2)c1=O (centres undefined),0.8%,2.6,65,-0.2%,-0.3%,0%,-5%,4%,7%,i,33,
Cc1cccc(C)c1OCc1n[nH]c(=S)o1,0.2%,0.3,49,0.2%,0.3%,-19%,-10%,7%,13%,i,45,
Nc1ccn(-c2ncc(C(F)(F)F)cc2Cl)c(=O)n1,-0.8%,-1.5,35,0.3%,0.4%,-4%,-18%,1%,5%,i,56,
Cc1cccn2c(=O)nc(SCC(=O)N3N=C(c4cccs4)CC3c3ccc(F)cc3)nc12 (centres undefined),0.1%[50 µM],7.9,60,.,.,.,1%,4%,.,.,.,
Cc1cccc(NC(=O)c2ccc3nccnc3c2)n1,0.0%,0.3,60,0.3%,0.2%,0%,-6%,7%,9%,i,14,
CC(C)N(C(=O)[C@H]1C[C@H](CC(=O)NCCN2CCOCC2)C(=O)N2CCc3c([nH]c4cc(CCC(=O)N(C)C)ccc34)[C@]12C)C(C)C,0.2%,0.5,57,.,.,.,-2%,5%,.,.,.,NS5 inhibitors pilot replicate=-0.6
COc1ccc(C(=O)N(C)Cc2cnn(Cc3ccccc3)c2)cc1S(=O)(=O)N1CCOCC1,0.6%[50 µM],0.9,48,1.6%,.,.,0%,1%,.,i,31,
CN(C(=O)c1ccncc1)c1ccccc1,0.3%,0.6,34,0.1%,0.8%,1%,-2%,5%,2%,i,54,
COc1cc(C(=O)Nc2nnc(C(F)(F)F)s2)c([N+](=O)[O-])cc1OC,0.3%,-0.4,95,1.0%,-0.3%,-12%,-9%,9%,6%,i,45,
O=C(CCc1nc2ccccc2c(=O)[nH]1)Nc1cccc(S(=O)(=O)N2CCOCC2)c1,1.0%[50 µM],-0.8,69,0.5%,.,-2%,-4%,12%,7%,i,48,
Cc1ccc(S(=O)(=O)N2CCCCC2)cc1NC(=O)c1cc(F)c(F)c(F)c1F,3.6%,12,66,.,.,.,-8%,-2%,.,i,20,
Cc1cccc(C(=O)N[C@H](C(=O)OCc2cc(=O)n3c(n2)sc2ccccc23)C(C)C)c1,3.1%,6.7,42,4.0%,-0.5%,6%,-1%,11%,9%,i,43,
O=C(CCNS(=O)(=O)c1ccc(Cl)cc1)Nc1ccncc1,0.2%,-1.1,41,2.1%,-0.7%,-2%,7%,-1%,5%,i,14,
COc1cc(CCC(=O)Nc2cccc(C(F)(F)F)c2)cc(OC)c1OC,5.7%,-0.1,41,4.7%,-1.5%,25%,-1%,4%,3%,i,5,
CCOC(=O)N1CCC2(CC1)C(C#N)=C(N)Oc1c2c(C)nn1-c1cccc(Cl)c1,2.5%[50 µM],1.6,56,0.2%,1.0%,-4%,6%,11%,17%,i,31,
C/C(=N/NC(=O)CNC(=O)c1ccccn1)c1ccccc1,0.3%,-1.0,59,0.8%,-0.2%,2%,-11%,2%,5%,i,57,
O=C(c1ccco1)N1CCN(c2ncnc3scc(-c4ccc(F)cc4)c23)CC1,-1.1%,0.9,60,5.0%,1.3%,2%,5%,-3%,13%,i,21,
Cc1ccc(CN(Cc2ccccc2)C(=S)NCC(=O)NCc2cccnc2)o1,0.4%,1.6,61,0.6%,0.6%,4%,-3%,6%,6%,i,22,
COc1ccccc1CNC(=O)C(Cc1ccccc1)NC(=O)c1ccccc1 (centres undefined),0.2%[50 µM],-1.2,48,.,.,.,-2%,3%,.,i,30,

# Screens from PubChem BioAssay.
